EBNA-1 inhibitor: blocks EBNA-1 binding to DNA. inhibition, % at 14.8 µM. 300,000 tested, 0.34% active. EBNA-1 DNA binding, fluorescence polarization. AID 1950; in the data active = inhibition above about 28%
ZTA DNA inh: ZTA (EBV) inhibition in EBNA-1 counter-screen; ZTA-DNA binding, fluorescence polarization; P03206; 320,000 tested, 0.15% active; inhibition, % at 11 µM; AID 2234; in the data active = inhibition above about 33%
LAP4-GFP MLPCN: yeast TOR pathway LAP4-GFP modulation. AID 2023. 320,000 tested, 0.34% active. S. cerevisiae LAP4-GFP multiplex, flow cytometry GFP, 3 h; median GFP as percent of DMSO wells. GFP response vs DMSO, % at 10 µM;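 active = GFP response vs DMSO above a set limit, about the screen mean plus 3 SD, cut at about 150% in these data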
procasp3 activ: activates human procaspase-3. P42574. 330,000 tested, 0.11% active. activation, % at 8.5 µM. recombinant procaspase-3 D3A, Ac-DEVD-pNA absorbance 405 nm. AID 463141;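 active = activation above the mean of all tested compounds plus 3 SD, cut at about 21% in these data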;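 also: 0% = DMSO alone and 100% = DMSO wells spiked with extra 5 µM PC-3 D3A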
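System: Procaspase-3 D3A mutant. Medium: Zinc-free 300 mM NaCl, 50 mM HEPES, 0.01% Triton X-100. Schedule: 1 h preincubation plus 2 h reaction at 25 °C. Measured by: 405 nm absorbance of p-nitroaniline, reads at 0 and 120 min. Read-out: percent activation relative to control range.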
AHR act: human AHR activation; P35869; AHR-responsive luciferase reporter cells, luminescence; activation, % at 5 µM; 320,000 tested, 2.5% active; AID 2796; in the data active = activation above about 47%;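 also: 0% = vehicle wells and 100% = reference agonist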
proCasp7 act: activates human procaspase-7, counter-screen for procaspase-3 activators; recombinant procaspase-7, Ac-DEVD-pNA absorbance 405 nm; D23A/D198A/D206A triple mutant, cannot self-cleave; scale: DMSO 0, 5 µM enzyme 100; activation, % at 8.5 µM; 330,000 tested, 0.093% active; AID 463210;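 active = percent activation above the screen-wide mean plus 3 SD, cut at about 25% in these data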
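Assay system – Uncleavable procaspase-7 mutant enzyme · Quantity – 2 µM procaspase-7 mutant as dispensed · Times – 1 h preincubation, 2 h reaction · Dosing – single nominal 8.5 µM compound dose, 0.8% DMSO final · Buffer or medium – Zinc-free 50 mM HEPES buffer, pH 7.4, with NaCl and Triton X-100 · Detection – Epi-absorbance of released pNA at 405 nm, two timepoints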
MEP2 TOR yeast: alters MEP2-GFP fluorescence in TOR pathway yeast screen | AID 2016 | S. cerevisiae MEP2-GFP strain, flow cytometry GFP, 3 h; 100% = DMSO control level | GFP response vs DMSO, % at 10 µM | 330,000 tested, 0.51% active;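 active = GFP response versus DMSO above a set limit, roughly screen mean plus 3 SD, cut at about 180% in these data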;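 also: median GFP fluorescence of the barcode-gated MEP2-GFP cells per well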
RPL19A-GFP yeast: modulators of TOR pathway RPL19A-GFP in S. cerevisiae | S. cerevisiae RPL19A-GFP strain, flow cytometry, 3 h; active compounds read low | percent response vs DMSO, % at 10 µM | 330,000 tested, 0.3% active;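 active = percent response vs DMSO below 50%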;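 also: median channel GFP fluorescence of the barcoded RPL19A-GFP strain; ratio of sample median GFP to plate DMSO average so 100% = DMSO; lower means less RPL19A-GFP as with rapamycin TOR inhibition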
* marks the source's active call; other numbers are inactive results; x = no result given. This is a random part of the collection; 3.8% or so of the library scored in one or more.

smiles,EBNA-1 inhibitor,ZTA DNA inh,LAP4-GFP MLPCN,procasp3 activ,AHR act,proCasp7 act,MEP2 TOR yeast,RPL19A-GFP yeast
COCC(=O)NNC(=S)Nc1cccc(C)c1C,-4.2,0.8,96.7,3.3,0.4,8.9,98.9,103.9
Cc1nc2ccccc2nc1OCC(=O)Nc1ccc2ccccc2c1,18.4,2.5,114.4,-1.0,1.6,2.2,116.2,118.4
Cn1c(SCC(=O)N2CCOCC2)nc2sc3c(c2c1=O)CCCC3,0.3,-8.6,101.8,5.5,3.2,13.8,95.9,90.5
O=C(Nc1cccc(C(=O)N2CCOCC2)c1)NC1CCCCC1,6.1,-0.4,103.7,10.0,2.8,1.1,103.1,103.8
Cc1cc(Cl)ccc1OCC(=O)Nc1nc(-c2cccnc2)cs1,27.3,9.8,106.3,7.7,10.8,-2.2,101.4,101.3
O=C(NN1CCOCC1)c1cccc2ccccc12,7.2,-5.8,99.5,3.1,10.4,9.3,101.2,97.1
CCCOc1ccc(C(=O)Nc2cc(S(=O)(=O)N3CCOCC3)ccc2N2CCOCC2)cc1,x,6.6,103.9,-5.7,-2.7,-9.5,101.3,105.1
Cc1cc(C)c(OCCN2CCOCC2)c(Cl)c1,9.7,0.0,87.1,-7.5,0.4,14.4,102.2,98.9
CC(C)N(Cc1nccn1C)C(=O)CC1C(=O)NCCN1Cc1ccccc1C(F)(F)F (stereo unspecified),7.8,-1.4,112.5,4.7,-1.1,4.3,99.6,107.2
O=S(=O)(c1cccc2cccnc12)N(CCO)CCO,6.2,2.9,98.9,-4.7,0.3,-6.3,101.5,99.1
CC(C)Oc1ccc(CNC(=O)C2CCN(C(=O)N3CCOc4ccccc43)CC2)cc1,0.7,16.6,124.6,-2.8,-0.7,6.4,96.7,103.1
CC(=O)OCC1(C)CN(c2ccccc2)N(C(C)=O)C1=O (stereo unspecified),-9.5,-22.8,94.8,10.0,3.5,-2.4,99.4,105.4
O=C(Nc1nccs1)c1ccc([N+](=O)[O-])cc1Cl,4.1,10.4,100.8,-3.1,6.5,1.9,124.4,93.1
CC(/C=N/NC(=O)c1cc(-c2cccnc2)nc2c1c(C)nn2-c1ccccc1)=C\c1ccccc1,1.4,-9.4,97.9,10.0,9.7,0.5,95.7,98.0
CCN(CCn1cccn1)C(=O)c1cc(COc2ccc(F)cc2Cl)on1,-5.8,8.2,98.0,-6.2,2.7,5.6,100.0,96.3
COc1ccccc1N1CCN(CC(O)COc2ccc(C)c(C)c2)CC1 (stereo unspecified),-7.9,7.9,89.0,-6.0,-0.8,-6.5,104.7,102.7
Cc1ccc(C(=O)N2CC(C)OC(C)C2)c(Cl)c1 (stereo unspecified),-17.9,-16.9,92.1,7.6,0.9,-3.0,93.8,94.8
O=C(CCCOc1ccc(Cl)cc1Cl)NCCCn1ccnc1,7.0,10.1,94.6,7.5,15.5,-0.1,105.6,105.4
NS(=O)(=O)c1ccc(CCNC(=O)c2ccc(NC3=NC4CS(=O)(=O)CC4S3)cc2)cc1 (stereo unspecified),10.7,4.4,109.4,10.2,-1.0,-0.1,97.5,102.0
CC1=CN2C(=N)/C(=C/c3ccc(Sc4ccc(Cl)cc4)o3)C(=O)N=C2S1,-1.1,11.7,100.5,-12.4,10.7,-10.4,118.8,101.3

Three consecutive compounds out of the list so far, quoted:
smiles,EBNA-1 inhibitor,ZTA DNA inh,LAP4-GFP MLPCN,procasp3 activ,AHR act,proCasp7 act,MEP2 TOR yeast,RPL19A-GFP yeast
CC(C)Oc1ccc(CNC(=O)C2CCN(C(=O)N3CCOc4ccccc43)CC2)cc1,0.7,16.6,124.6,-2.8,-0.7,6.4,96.7,103.1
CC(=O)OCC1(C)CN(c2ccccc2)N(C(C)=O)C1=O (stereo unspecified),-9.5,-22.8,94.8,10.0,3.5,-2.4,99.4,105.4
O=C(Nc1nccs1)c1ccc([N+](=O)[O-])cc1Cl,4.1,10.4,100.8,-3.1,6.5,1.9,124.4,93.1

(cont.)
smiles,EBNA-1 inhibitor,ZTA DNA inh,LAP4-GFP MLPCN,procasp3 activ,AHR act,proCasp7 act,MEP2 TOR yeast,RPL19A-GFP yeast
CCOC(=O)N1CCN(CCC(=O)Nc2ccc(C)cc2)CC1,-5.5,13.0,93.2,-2.5,4.7,-7.9,95.3,92.1
Cc1ccc(-c2nnc(N(C)C(=O)c3cccnc3)s2)cn1,3.7,4.1,99.5,0.9,1.0,-7.5,105.7,98.0
CCOc1ccccc1C1C(C(N)=O)=C(C)Nc2nc(-c3ccccc3Cl)nn21 (stereo unspecified),-5.3,-9.6,109.5,3.6,5.0,12.9,107.4,108.7
COc1ccc(OCCSc2nc3ccccc3n2CCC(=O)O)cc1,3.9,-10.1,90.7,-0.8,0.2,-1.4,105.3,102.1
COc1ccc(-c2nc(Cc3ccc(Cl)cc3)no2)cc1OC,10.4,2.9,105.6,-1.5,10.8,10.3,103.2,105.1
O=C(CN1CCNCC1)Nc1ccccc1Cl,3.1,13.8,106.3,0.6,0.3,6.9,100.2,99.1
Cc1c(C)c2ccc(OCC(=O)Nc3cccnc3)c(C)c2oc1=O,-0.7,0.9,99.6,2.1,26.1,-2.3,100.0,99.0
O=C(O)CCc1ccc(-c2ccc(Br)cc2)n1CC(=O)O,-8.5,-8.8,108.0,7.9,4.5,0.6,96.8,100.4
COc1cc([N+](=O)[O-])ccc1NC(=O)CCS(=O)(=O)c1ccc2c(c1)n(C)c(=O)c(=O)n2C,-4.7,-4.1,98.9,-2.7,-0.8,0.1,97.8,95.6
CCN(CC)c1ccc(C(=O)N/N=C(\C)c2cccc(OC)c2)cc1,-6.0,2.7,93.3,6.8,16.2,-12.9,104.8,103.0
CC1(C)CC(=O)C/C(=N\NC(=O)C2CC23CCC3)C1 (stereo unspecified),-3.6,7.0,84.4,-4.7,4.1,-2.1,91.8,90.2
O=C(NCCN1CCOCC1)c1cc(-c2ccco2)on1,-1.7,4.2,101.0,-8.6,6.9,3.3,98.8,x
COc1ccc2nc(C)cc(N/N=C/c3ccc(F)cc3)c2c1,7.6,8.7,88.2,-14.6,79.5*,-6.8,93.5,95.0
Cc1oc(/C=N/NC(=O)CC2(C)OCCO2)cc1Br,6.9,-1.2,91.3,0.9,15.2,-1.2,106.8,106.7
O=C(/C=C/N1CCOCC1)c1ccc(-c2ccccc2)cc1,4.5,-16.1,143.8,-5.5,-0.1,3.7,117.0,103.1
O=C(COC(=O)c1ccccc1SCC(=O)N1CCCC1)Nc1ccccc1C(F)(F)F,-2.2,-9.3,101.7,9.9,7.4,-1.0,108.2,95.8
O=C(c1cccc(F)c1)N1CCN(Cc2c[nH]c3ccccc23)CC1,-1.6,-3.0,94.8,-9.0,24.8,-7.9,97.3,101.7
COc1ccc(NC(=O)CN(C)C(=O)CCCSc2nc3ccccc3[nH]2)cc1,-1.8,11.2,95.2,7.6,2.5,6.4,93.0,87.9
CCC(CC)CN1C(Nc2ccccc2)=NC[C@@H]1C,9.6,5.7,106.4,-0.2,-0.4,1.7,92.5,94.6
O=C(CCC(=O)c1ccc[nH]1)c1ccc(Cl)cc1,-4.8,-2.6,100.9,7.7,-5.5,8.1,97.7,99.7
CC(=O)Nc1c(C(=O)Nc2ccc3c(c2)OCO3)oc2ccccc12,-4.6,7.4,109.6,-3.0,113.1*,-0.7,104.7,105.1
CC(C)NC(=O)c1ccccc1S(=O)(=O)c1ccccc1C#N,2.9,-8.6,99.4,4.1,3.5,-1.8,102.1,100.8
CC(C)(C)NC(=O)NC(=O)CN1CCc2ccccc21,-7.3,7.5,105.3,-3.6,8.7,5.9,103.8,96.6
CCOc1ccc(OCCC(=O)OCC(=O)NCc2ccccc2)cc1,4.4,-9.4,80.7,6.0,2.7,-1.0,89.8,78.4
COc1ccc(OCC(=O)NC(=O)c2ccccc2)c([N+](=O)[O-])c1,x,-15.8,102.0,1.2,1.7,-0.8,97.4,96.7
O=C(NC1CC1)C1=C[C@@H](c2ccccc2)C[C@@H](OCc2ccc(CO)cc2)O1,4.4,6.0,100.7,2.9,-0.5,6.5,96.1,104.0
COCCNC(=O)c1cccc2c1C(=O)c1ccc(N3CCOCC3)cc1S2(=O)=O,x,x,92.6,-6.5,1.3,-7.3,91.2,95.8
COc1ccc(CNc2nc(-c3cccnc3)nn2C(=O)c2cccs2)cc1,7.6,11.2,89.4,-1.6,9.4,9.6,85.9,94.9
Cc1ccccc1C(=O)NC(=S)N(C)CCc1ccccn1,4.5,10.3,104.7,0.2,0.5,4.7,99.2,95.8
CCOc1ccc(NC(=O)C[n+]2ccccc2)cc1,20.8,-1.1,88.0,2.6,-0.3,1.0,97.3,99.2
COc1ccc(C(=O)OCC(=O)c2c[nH]c3ccccc23)c(OC)c1,x,x,92.4,9.9,19.9,-0.6,89.8,92.3
c1ccc2[nH]c(CSc3nc4ccccc4s3)nc2c1,1.0,-3.7,116.4,-3.9,19.4,11.0,115.8,105.5
COc1cc(/C=C2/SC(=S)N(Cc3ccccc3)C2=O)ccc1OCC(=O)O,2.3,3.8,96.6,-1.9,4.8,-12.5,107.2,101.1
C=CCNc1nc2c(c(=O)[nH]c(=O)n2C)n1CCCc1ccccc1,-2.4,1.1,95.9,10.0,3.0,8.0,97.4,98.5
Cc1ccc(Cn2nnc3c(=O)[nH]c(C4CCN(S(=O)(=O)Cc5ccccc5)CC4)nc32)cc1,-10.8,8.0,93.4,1.3,-2.7,-3.0,104.2,107.0
CCOc1cc(S(=O)(=O)N2CCCCC2)ccc1Cl,7.4,-0.2,115.2,-0.6,2.7,-5.8,95.9,96.8
COc1ccc(C(=O)NC(=S)NCCO)cc1Br,-20.8,-5.3,113.4,1.5,2.5,1.6,110.6,107.8
CC1(OC(=O)C2CCCC2)C(=O)C=C2C=C(c3ccsc3)N(CC3CC3)C=C2C1=O (stereo unspecified),0.0,-11.7,94.4,-4.3,4.6,-15.0,102.1,99.2
O=c1oc2ccccc2c2c1nc(C(F)(F)F)n2-c1ccccc1,2.3,3.7,103.5,3.6,-2.8,1.1,102.3,98.0
O=C(C1=C(O)C(=O)N(c2nccs2)C1c1ccccc1)c1cc2ccccc2o1 (stereo unspecified),-10.8,0.8,93.9,-10.8,23.5,-23.4,92.4,94.0
Cn1cnc2cc(OC(=O)c3ccccc3)ccc21,-8.4,-2.3,104.2,1.1,-1.1,0.7,97.5,94.8
COc1ccccc1/C=C1\SC(=S)N(CCC(=O)NC2=NCCS2)C1=O,7.7,-0.4,89.3,-5.8,-5.5,-0.7,97.8,103.0
Cc1ccc2cccc(OCC(=O)NCCC3=CCCCC3)c2n1,x,x,104.8,0.7,18.0,8.9,103.7,101.1
COc1cc(/C=N/NC(=O)CCc2ccccc2)ccc1O,-5.4,6.2,84.8,5.1,7.2,14.7,103.3,102.7
O=C1CCc2cc(S(=O)(=O)NC(C(=O)N3CCN(c4ccccn4)CC3)c3ccccc3)ccc2N1 (stereo unspecified),-5.0,-10.6,86.8,-0.1,3.0,4.6,95.2,95.3
N=C1/C(=C/c2cccn2-c2ccc([N+](=O)[O-])cc2)C(=O)N=C2SC=CN12,-8.5,1.1,99.7,-5.8,3.1,-2.8,104.5,104.9
CCOC(=O)c1cc(CC)sc1N,-11.2,-3.2,100.0,-4.4,-1.6,-8.5,106.7,95.8

Compound activity (PubChem BioAssay)
